High-throughput results from PubChem.
tim23-1 inh: inhibits growth of tim23-1 mutant yeast; S. cerevisiae tim23-1 growth, BacTiter-Glo luminescence, 24 h; inhibition, % at 20 µM; 330,000 tested, 1.3% active;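 active = growth inhibition of the mutant yeast at or above 50%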;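 also: temperature-sensitive mutant grown at 25 °C; plate controls were DMSO-treated mutant yeast for no effect and medium wells lacking yeast for full effect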
NR3A LBD binder: modulators (binders) of human NR3A ligand-binding domain; 340,000 tested, 2.5% active; NR3A LBD differential scanning fluorimetry, Tm shift; 0% = protein alone, 100% = glycine-bound protein; Tm shift relative to glycine control, % at 25 µM;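 active = melting temperature shift of at least 10% of the positive control shift, at one fixed dose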
tim10-1 inh: inhibits growth of tim10-1 mutant yeast; S. cerevisiae tim10-1 ts strain growth, BacTiter-Glo, 24 h; inhibition, % at 20 µM; 330,000 tested, 2.2% active;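 active = inhibition of at least 40%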;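 also: mutant grown at 25 °C; 0% = DMSO wells with yeast and 100% = wells holding no yeast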
APJ agonist: activates the human apelin receptor APJ. CHO-K1 APJ PathHunter beta-arrestin, luminescence; 0% DMSO wells, 100% apelin. activation, % at 20 µM. 330,000 tested, 0.11% active. AID 2520;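 active = activation more than six SD over the plate average, tested at 20 µM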;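 also: 0% = DMSO alone and 100% = apelin-13 at 10 nM; some results filed as inactive read as strong as hits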
Target sequence (P35414 whole entry, looked up): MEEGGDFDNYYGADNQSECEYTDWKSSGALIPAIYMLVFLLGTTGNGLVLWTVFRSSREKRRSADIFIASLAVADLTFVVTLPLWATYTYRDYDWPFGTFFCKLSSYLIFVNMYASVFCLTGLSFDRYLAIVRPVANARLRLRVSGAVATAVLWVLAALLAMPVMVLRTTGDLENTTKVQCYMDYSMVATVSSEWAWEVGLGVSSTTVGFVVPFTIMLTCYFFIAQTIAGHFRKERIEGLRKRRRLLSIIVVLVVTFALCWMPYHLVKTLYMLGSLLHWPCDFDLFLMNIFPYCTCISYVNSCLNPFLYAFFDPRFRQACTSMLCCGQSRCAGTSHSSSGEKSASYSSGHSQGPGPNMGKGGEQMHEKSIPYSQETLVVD
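Test system: CHO-K1 APJ beta-arrestin complementation cell line. Amount: cell density 1000 per well. Controls: DMSO negative, 10 nM Apelin-13 positive. Signal: luminescent beta-gal fragment complementation, chemiluminescent substrate. Read-out basis: agonist-driven arrestin binding to APJ. Timing: compound stimulation 90 min at 25 °C, detection 60 min.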
CHOP UPR activ: apoptotic UPR (CHOP) activation; CHO-CHOP luciferase reporter, luminescence; percent of tunicamycin response over DMSO baseline; activation, % at 10 µM; 330,000 tested, 0.34% active; AID 449763;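 active = at 10 µM dose, activation of 40% or more, normalized to positive control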;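 also: 100% = tunicamycin at 10 µg/mL and 0% = DMSO alone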
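Assay system: CHO-CHOP cells, stable luciferase reporter of PERK-eIF2a-CHOP signalling / Buffer or medium: F12 plus 10% serum / Compound dosing: one dose, 10 µM in 0.5% DMSO / Times: 6 h compound treatment, 37 °C / Technique: luciferase luminescence / Read-out: % reporter activation, DMSO baseline versus tunicamycin full activation / Benchmarks: tunicamycin and DMSO controls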
XBP1 UPR activ: adaptive UPR (XBP1) activation; CHO-XBP1 luciferase reporter, IRE1-XBP1 UPR activation, luminescence; percent of tunicamycin response, DMSO as zero; activation, % at 20 µM; 330,000 tested, 0.33% active;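 active = versus positive control, 20 µM dose yields 30% or more activation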;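 also: 100% = tunicamycin at 10 µg/mL and 0% = DMSO only wells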
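Material: CHO cell line with stable XBP1 luciferase reporter; schedule: 16-18 h cell attachment at 37 °C, then 6 h compound exposure; signal: glow luminescence from Steady-Glo reagent; medium: serum-containing F12 medium, 10% FBS; benchmarks: tunicamycin 10 µg/mL and vehicle-only wells; read-out: percent activation relative to tunicamycin reference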
Mdm2 MdmX PPI: disrupts the human Mdm2-MdmX interaction; inhibition, % at 8 µM; AID 485346; O15151+Q00987; SaOS-2 split-luciferase Mdm2/MdmX complementation, luminescence; 330,000 tested, 3% active;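 active = inhibition of at least 50% at 8 µM in the primary screen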
TIM10 inh: inhibits growth of TIM10 yeast strain. S. cerevisiae TIM10 strain growth, BacTiter-Glo luminescence, 24 h. inhibition, % at 10 µM. 330,000 tested, 1.4% active. AID 463195;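 active = inhibition of 40% or more at the single tested concentration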;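 also: wild-type TIM10 isogenic control strain grown at permissive 25 °C; 0% = DMSO yeast wells and 100% = minimal medium wells without yeast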
NALP3 yeast inh: NALP3 inhibition in yeast; Yeast reconstituted NLRP3/ASC/caspase-1, beta-gal luminescence, 24 h; inhibition, % at 10 µM; 330,000 tested, 0.39% active; AID 2825;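 active = inhibition of 50% or more; inactive = inhibition below 50%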;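 also: plate controls were induced DMSO wells for no effect and uninduced yeast grown without galactose for full effect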
Numbers without * were called inactive; . = no result given.

The opening two compounds, to show the layout:
SMILES	tim23-1 inh	NR3A LBD binder	tim10-1 inh	APJ agonist	CHOP UPR activ	XBP1 UPR activ	Mdm2 MdmX PPI	TIM10 inh	NALP3 yeast inh
CN(C)C(=O)c1ccc(-n2cnc3ccccc3c2=O)cc1	9	0	2	3	1.0	1	-18	-5	-2
CC(C)(C)c1cc(N)n2nc(C(C)(C)C)cc2n1	21	1	30	-4	2.1	0	-6	24	15

Results, repeating the preview:
SMILES	tim23-1 inh	NR3A LBD binder	tim10-1 inh	APJ agonist	CHOP UPR activ	XBP1 UPR activ	Mdm2 MdmX PPI	TIM10 inh	NALP3 yeast inh
CN(C)C(=O)c1ccc(-n2cnc3ccccc3c2=O)cc1	9	0	2	3	1.0	1	-18	-5	-2
CC(C)(C)c1cc(N)n2nc(C(C)(C)C)cc2n1	21	1	30	-4	2.1	0	-6	24	15
CCc1nn2c(=O)cc(COc3ccc(/C=C4\C(=N)N5N=C(CC(C)C)SC5=NC4=O)cc3)nc2s1	-16	2	-1	-3	0.5	-1	20	12	-5
COc1ccc(-c2[nH]ncc2/C=C(\C#N)C(=O)NC2CC2)cc1	10	0	24	0	1.2	-1	20	10	7
O=C(Nc1ccccc1C(=O)O)c1cc(S(=O)(=O)Nc2ccccc2)ccc1Cl	-5	-2	-9	1	2.5	-5	-6	-2	10
COc1cc(/C=N/Nc2nc(N3CCCCC3)nc(N3CCCCC3)n2)ccc1OC(=O)c1ccco1	0	.	9	-4	2.8	2	1	7	5
CC(C)COc1ccc(/C(=N/O)c2ccccc2)cc1	30	1	29	0	2.5	1	-17	14	24
CCOc1ccc(N(CC(=O)N2CCCC2)S(=O)(=O)c2ccc(Cl)cc2)cc1	27	1	27	-1	-1.2	-4	17	7	5
Cc1cc(C(C)(C)C)n2nc(C)c(-c3ccccc3)c2n1	-3	-2	8	0	0.0	1	-3	-10	3
C/C(=N\NC(=O)C(C)Sc1ccccc1)C(C)(C)C (stereo not drawn)	5	-3	13	6	0.2	0	-16	2	-8
CN(CCCC(=O)NCc1ccccc1)S(=O)(=O)c1ccc([N+](=O)[O-])cc1	5	-1	17	1	-9.1	-2	14	-1	18
CN(C)C(=O)CSc1nnc([C@H](Cc2ccccc2)NC(=O)OC(C)(C)C)o1	3	2	16	-2	1.3	6	-25	11	7
Cc1ccccc1N/N=C/c1ccc(C#N)cc1	30	18*	25	-2	4.2	1	-40	26	33
Cc1ccc(CNC(=O)c2c(-c3ccccc3Cl)noc2C)cc1	0	0	14	-3	-0.2	-2	7	-7	6
CCCOc1ccc(-c2c(C(=O)N/N=C/c3ccc(C)cc3)nnn2-c2nonc2N)cc1	9	3	-12	0	1.9	-2	27	-3	10
COc1ccc(C(=O)NCC(=O)NCC(c2ccco2)N(C)C)cc1OC (stereo not drawn)	18	-4	10	1	1.3	-2	-1	-10	13
CC1(C(=O)N2CCN(c3ccc([N+](=O)[O-])cc3)CC2)CC1(Cl)Cl (stereo not drawn)	22	-5	23	-1	2.0	13	25	-5	12
O=C(CSc1nnc(NC(=O)c2ccccc2F)s1)NCc1ccc(F)cc1	25	1	4	8	1.4	3	-17	14	16
Cn1c(=O)c2sccc2n2c(CCCC(=O)NCCc3ccccc3)nnc12	7	0	8	-3	-0.6	-6	27	9	9
Cc1[nH]c2ccccc2c1C(c1ccncc1)N1CCN(c2ccccn2)CC1 (stereo not drawn)	-4	0	16	-2	1.9	-3	11	-11	10
O=P(c1ccccc1)(c1ccccc1)N(c1ccccc1)c1ccccc1	5	-2	20	-2	1.1	-2	17	5	4
O=C(CCSc1nc(-c2ccco2)cc(C(F)(F)F)n1)NCCc1ccccc1	10	-3	14	-1	0.8	-6	33	-6	6
CN(C)CCNC(=O)C1CCN(S(=O)(=O)c2ccc3ccccc3c2)CC1	13	0	13	4	0.0	-6	-1	6	19
CC(Oc1ccc(Cl)cc1Cl)c1nc(-c2ccc(NC(=O)c3ccco3)cc2)no1 (stereo not drawn)	8	10	31	1	3.0	-1	-12	27	13
O=C(COC(=O)c1cccnc1Cl)Nc1cccc(S(=O)(=O)N2CCOCC2)c1	-7	-1	-9	-5	-1.4	-1	3	22	8

In a second layout: results already given.
Structure | tim23-1 inh | NR3A LBD binder | tim10-1 inh | APJ agonist | CHOP UPR activ | XBP1 UPR activ | Mdm2 MdmX PPI | TIM10 inh | NALP3 yeast inh
Cc1ccccc1N/N=C/c1ccc(C#N)cc1 | 30 | 18* | 25 | -2 | 4.2 | 1 | -40 | 26 | 33
Cc1ccc(CNC(=O)c2c(-c3ccccc3Cl)noc2C)cc1 | 0 | 0 | 14 | -3 | -0.2 | -2 | 7 | -7 | 6
CCCOc1ccc(-c2c(C(=O)N/N=C/c3ccc(C)cc3)nnn2-c2nonc2N)cc1 | 9 | 3 | -12 | 0 | 1.9 | -2 | 27 | -3 | 10

(next part)
SMILES	tim23-1 inh	NR3A LBD binder	tim10-1 inh	APJ agonist	CHOP UPR activ	XBP1 UPR activ	Mdm2 MdmX PPI	TIM10 inh	NALP3 yeast inh
O=C(O)CCCn1ccc2cc(S(=O)(=O)N3CCCC3)ccc21	-12	0	18	-3	1.8	-2	9	6	-6
Cc1ccnc(N2CCC(C(=O)Nc3ccc4c(c3)CCC4)CC2)n1	5	-1	29	-4	-2.8	0	1	-5	6
CCCn1nnnc1NC(=O)c1ccc(C)cc1Cl	13	1	14	0	3.2	1	-2	7	26
COc1ccc(C(=O)COC(=O)CNC(=O)c2cc(OC)cc(OC)c2)cc1	15	0	7	-2	-0.1	2	-35	8	8
O=c1cc(C(F)(F)F)nc(-n2[nH]c3c(c2=O)CCCC3)[nH]1	-5	1	10	-2	-0.5	-1	23	6	11
COc1ccc(/C=C/C2=CCN(Cc3ccc(OC)cc3)CC2)cc1	5	0	-1	-1	-1.3	-2	14	-3	20
NC(=O)c1ccccc1NS(=O)(=O)c1cccs1	5	1	8	0	0.3	-2	13	4	16
COC(=O)c1c(NC(=O)c2ccc(N(C)S(=O)(=O)c3ccc(C)cc3)cc2)sc2c1CCCC2	13	-2	-13	2	0.5	0	8	1	1
COc1cc2[nH]c3c(N4CCC(C(N)=O)CC4)ncnc3c2cc1OC	-7	.	6	1	1.8	5	18	-8	-6
CCc1ccc2nc3nc(C)cc(C)c3c(N)c2c1	8	-3	47*	-3	2.0	-3	44	36	10
COc1ccc(/C=C/C(=O)NCC(=O)N/N=C/c2cc(Br)ccc2OC)cc1	-11	-4	-1	3	-0.3	-5	35	-26	10
O=C(NCc1ccccc1Cl)C(=O)NCC1OCCCN1S(=O)(=O)c1cccs1 (stereo not drawn)	0	0	-1	-2	2.0	-2	11	2	4
Cc1cc(C)n2nc(CNS(=O)(=O)c3c(F)c(F)c(F)c(F)c3F)nc2n1	14	2	3	-2	0.1	-2	-5	1	20
Cc1ccc(NC(=O)N2CCN(c3ccccn3)CC2)cc1	2	-1	-9	-4	0.6	0	-31	-4	4
COc1ccc(NC(=O)CCCN2C(=O)C3C4C=CC(C4)C3C2=O)c(OC)c1 (stereo not drawn)	1	1	3	1	-1.2	-2	-8	-10	-9
O=C(Cc1c(Cl)cccc1Cl)Nc1ccncc1Cl	16	-2	-13	12	-0.6	-4	3	-38	1
COc1cc(NC(=O)c2cccnc2)ccc1-c1cc2ccccc2oc1=O	6	.	-2	0	2.3	-2	-9	-9	14
CC1CC(C)CN(S(=O)(=O)c2ccc(C(=O)NN3CCOCC3)cc2)C1 (stereo not drawn)	12	-1	5	-5	-1.0	-5	8	-10	-6
Cc1ccc(-c2cc(C(=O)N3CC4(C)CC3CC(C)(C)C4)no2)cc1 (stereo not drawn)	31	7	27	-9	-0.2	-3	22	16	3
O=C(Nc1ccc(Nc2ccccc2)cc1)c1ccc(Cl)cc1[N+](=O)[O-]	-4	12*	-15	3	1.2	-1	20	2	14
CCCC[C@@H]1C=C(C(=O)O)[C@H](c2ccc(Br)cc2)N1S(=O)(=O)c1ccc(C)cc1	35	-2	25	-2	1.5	-1	-18	21	9
CC(=O)Nc1ccc(NC(=O)/C(Cl)=C/c2ccccc2)cc1	21	0	-49	-2	3.6	1	12	-8	37
O=C(Nc1ccc(F)cc1)OCCN1CCN(Cc2ccccc2)CCC1=O	1	3	-15	-3	-0.6	-2	5	2	12
NC(=O)C1CCN(C(=O)c2ccc3c(c2)S(=O)(=O)c2ccccc2C3=O)CC1	7	-3	8	1	-0.2	-2	22	-4	10
O=C(/C=C\c1ccccc1)Nc1nccs1	10	2	16	3	-1.3	2	-133	-1	1
Further results follow:
SMILES	tim23-1 inh	NR3A LBD binder	tim10-1 inh	APJ agonist	CHOP UPR activ	XBP1 UPR activ	Mdm2 MdmX PPI	TIM10 inh	NALP3 yeast inh
CCC(=O)Oc1c(C(=O)CC)cc2c(C)cc(=O)oc2c1C	47	0	-21	1	1.2	-1	29	-124	-4
COc1ccc(C2(C)CC(C)(C)Nc3ccccc32)cc1 (stereo not drawn)	8	2	-5	0	-1.0	-3	22	19	55*
COc1ccc(/C=C/C(=O)N2CCN(C)CC2)cc1S(=O)(=O)N1CCCCC1	-6	-1	-13	-3	0.5	0	13	-18	7
Cc1cc(N)n(-c2ccc(C)c(C)c2)n1	-1	-14	-15	-1	0.5	-4	9	-46	5
O=C(NNC(=O)C1CCC1)c1cccc(Cl)c1	-3	2	-7	2	-0.8	-1	20	-4	14
O=C(Cc1ccccc1)Nc1ccc(Cl)cn1	7	0	-8	2	3.3	4	14	-3	25
Cc1ccc(-c2csc(N)n2)s1	18	-2	37	-3	1.1	2	16	12	20
CC(C)C(=O)Nc1ccc(Oc2ccc3c(c2)C(=O)NC3=O)cc1	10	0	6	1	-0.8	0	-10	3	16
O=C(CSCc1ccc(Cl)cc1Cl)Nc1ccc(O)cc1C(=O)O	-3	-4	-26	-4	-1.3	-2	20	-12	16
Cn1c(SCC(=O)Nc2ccccc2)nnc1C(F)(F)F	5	0	-2	0	-0.3	1	12	-8	-6

Only APJ agonist, for six of the compounds above:
smiles	APJ agonist
O=C(NNC(=O)C1CCC1)c1cccc(Cl)c1	2
O=C(Cc1ccccc1)Nc1ccc(Cl)cn1	2
Cc1ccc(-c2csc(N)n2)s1	-3
CC(C)C(=O)Nc1ccc(Oc2ccc3c(c2)C(=O)NC3=O)cc1	1
O=C(CSCc1ccc(Cl)cc1Cl)Nc1ccc(O)cc1C(=O)O	-4
Cn1c(SCC(=O)Nc2ccccc2)nnc1C(F)(F)F	0
